Screening data as filed in PubChem.
CBFb-RUNX1 inh: CBF-beta/RUNX1 interaction disruption. Potency, µM (titrated, usually from 59.8 µM), inactives show at the highest dose activity, negative = inhibition, actives largely listed as inhibitors. Q01196+Q13951. 230,000 tested, under 10 active. AID 1477. AlphaScreen CBFb-His/RUNX1-biotin binding, biochemical; further: % of control where 0% means no effect
Target sequence (Q01196 whole entry, looked up): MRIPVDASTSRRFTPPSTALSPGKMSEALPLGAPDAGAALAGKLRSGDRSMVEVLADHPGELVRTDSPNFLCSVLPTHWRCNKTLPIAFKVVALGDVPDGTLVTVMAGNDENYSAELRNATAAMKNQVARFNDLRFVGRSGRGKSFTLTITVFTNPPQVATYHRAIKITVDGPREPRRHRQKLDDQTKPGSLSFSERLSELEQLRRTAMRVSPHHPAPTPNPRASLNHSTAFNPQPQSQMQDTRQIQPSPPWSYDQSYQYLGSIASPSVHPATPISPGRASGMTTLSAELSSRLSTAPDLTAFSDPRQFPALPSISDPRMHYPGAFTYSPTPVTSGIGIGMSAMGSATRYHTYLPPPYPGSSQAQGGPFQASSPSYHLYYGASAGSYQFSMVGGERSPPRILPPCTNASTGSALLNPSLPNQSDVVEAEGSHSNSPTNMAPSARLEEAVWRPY
Target sequence (Q13951 whole entry, looked up): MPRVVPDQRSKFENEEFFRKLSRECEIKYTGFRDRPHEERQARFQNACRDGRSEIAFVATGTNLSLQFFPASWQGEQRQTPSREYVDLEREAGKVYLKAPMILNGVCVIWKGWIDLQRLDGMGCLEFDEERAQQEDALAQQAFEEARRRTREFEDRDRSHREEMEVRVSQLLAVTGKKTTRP
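Inhibition was taken as any reduction in AlphaScreen signal from the CBF-beta–RUNX1 pair (His and biotin tags, 30 nM each), measured after compound (15 min) and bead (90 min) incubations at room temperature.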
IMPase Li inh: IMPase inhibition in cells with lithium potentiation; CHO-M1 cells, IP1 TR-FRET (IP-One), carbachol + lithium; Potency, µM (titrated, usually from 59.4 µM), without a hit: at the top dose activity, negative = IMPase inhibition, actives largely listed as inhibitors; actives 0.35% (n = 210,000); AID 1457;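 further: IP1 builds up when IMPase is blocked and the TR-FRET signal falls; potency means the concentration at half of the fitted maximal effect; plate controls were basal vehicle for no effect and high inhibitor control for full effect; nearly all actives have a fitted effect of over 50% in size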
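CHO-M1, 2000 cells/well, 16–30 h culture; cpd + low Li+, 30 min 37C; lysis with d2-IP1/Eu-anti-IP1 Ab, 10 min RT; TR-FRET 665/620 ratio and 620 channel; AC50 via Hill.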
Lamin A splicing: LMNA splicing modulation; HeLa LMNA splicing GFP/RFP minigene ratio, 48 h; AID 1487; Potency, µM (top dose mostly 46.1 µM), for the others: top-dose ratio change, negative = inhibition, usual class: inhibitors; actives 0.01% (n = 200,000); active means well fitted inhibition curve with a large enough effect in the signal ratio, with a control signal flat, not every such curve was filed as active; inconclusive means small, poorly fitted or top-dose-only effect, or effect the other way, or a change in a side signal; the % refers to the signal ratio; further: potency means the concentration at half of the fitted maximal effect; on the % scale 0 is the no-effect control and ±100 the full control effect
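S3 HeLa cells stably expressing lamin A-EGFP splicing minigene plus DsRed2, 600 cells/well, 48 h compound exposure at 37C. Laser-scanning cytometry; analysed as GFP (500-530 nm)/RFP (575-640 nm) total intensity ratio; 0.5% DMSO vehicle.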
HTT cytoprotect: protects HTT-Q103 PC12 cells, measured by ATP | PC12 HTT-Q103 induced, cytoprotection, ATP luminescence, 40 h | Potency, µM (highest dose often 56.4 µM), for inactives: cytoprotection (ATP increase), usual class: activators | actives 0.14% (n = 230,000);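 further: potency means the concentration at half of the fitted maximal effect; % of control where 0% means no effect; nearly all actives have a fitted effect of over 45% in size; toxic huntingtin expression switched on by the ecdysone agonist tebufenozide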
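Cells were plated at 1500 per well in phenol red-free DMEM with 5% equine and 5% calf serum. Tebufenozide (100 nM final) and compounds were added, then ATPlite reagent, and luminescence was read.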
SMN2 splice up: SMN2 splice variant enhancement; HEK293 SMN2-luciferase splicing reporter, luminescence, 30-36 h; Potency, µM (top dose mostly 46.1 µM), inactives show at the top dose activity change, positive = activation, actives largely listed as activators; actives 2.8% (n = 210,000); AID 1458; further: potency means the concentration at half of the fitted maximal effect; % of control where 0% means no effect; nearly all actives have a fitted effect of over 55% in size
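qHTS luciferase splicing reporter: luminescence rises when SMN2 exon 7 is included in transfected HEK293 cells. Compound exposure lasted 30-36 h at 37C, with 4.5 mM final sodium butyrate as control, followed by a ONE-Glo read.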
Luc counter: counter-screen: inhibitors of Kinase-Glo firefly luciferase; Q27757; Kinase-Glo luciferase, ATP luminescence, 8 min; Potency, µM (doses to about 38.3 µM), inactives show top-dose activity change, negative = inhibition, actives largely listed as inhibitors; actives 0.28% (n = 200,000); further: potency means the concentration at half of the fitted maximal effect; on the % scale 0 is the no-effect control and ±100 the full control effect; nearly all actives have a fitted effect of over 60% in size
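Compounds were added to a substrate mix at pH 7.2 (50 mM imidazole, 10 uM ATP, within the enzyme's linear range), followed by Kinase-Glo detection reagent; luminescence was measured after 8 minutes at ambient temperature.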
HttQ103 aggreg: reduces HttQ103-GFP aggregates in PC12 cells. PC12 HttQ103-GFP aggregates, Acumen cytometry, 40 h. Potency, µM (titrated, usually from 46.1 µM), for the others: top-dose activity change, negative = inhibition, usual class: inhibitors. actives 1.1% (n = 220,000). AID 1688; further: potency means the concentration at half of the fitted maximal effect; on the % scale 0 is the no-effect control and ±100 the full control effect; nearly all actives have a fitted effect of over 60% in size
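Aggregate formation scored by laser-scanning cytometer (488 excitation, 500–530 emission) in lysed PC12 cells expressing Q103-GFP after 100 nM tebufenozide induction; library tested in dose series, with ATPLite reagent added in the multiplex.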
* marks the source's active call; other numbers are inactive results; u = inconclusive; x = not tested or not shown; [ ] = remark or other dose. Unless noted, the call rests on the fitted dose curve; in most records, active means well fitted curve in the direction sought with a large enough effect; inconclusive means small, poorly fitted or top-dose-only effect, or another doubt; inactive means no such curve, though single readings can be large; an effect the other way counts as inactive or inconclusive. Rows are unselected; 4% or so of the library scored in one or more.

SMILES	CBFb-RUNX1 inh	IMPase Li inh	Lamin A splicing	HTT cytoprotect	SMN2 splice up	Luc counter	HttQ103 aggreg
CCCC/C(O)=C1\C(=O)CC(C)(C)CC1=Nc1ccc(OC)cc1	6%	9%[38.3 µM]	u	-75%[inhibitor]	-22%	-10%	-9%
COc1ccc(Cc2nc3c4c(ncn3n2)Oc2c(ccc3ccccc23)C4c2ccc(OC)c(OC)c2)cc1 (stereo not given)	5%	4%	-10%	-15%[10 µM]	0%	-1%	2%
Cc1ccc2c(c1)c1c(n2CC(O)CN2CCC(C)CC2)CCCC1 (stereo not given)	4%	x	x	-7%[10 µM]	x	x	30%[9.22 µM]
CCC(Sc1nnnn1C)C(=O)Nc1ccc(C(C)=O)cc1 (stereo not given)	3%	28%[38.3 µM]	-3%	15%	u	0%	1%
Cc1nn(-c2ncc(C(F)(F)F)cc2Cl)c(=O)n1-c1cccc(Cl)c1	5%	10%[38.3 µM]	-3%	23%	-12%	0%	7%
CCCc1nc2sc3c(c2c(=O)n1NC(=O)CCC(=O)O)CCCC3	12%	1%	-8%	37%[10 µM]	10%	0%	u
Cc1cc(OC(=O)c2ccc(S(=O)(=O)N(C)C)cc2)c([N+](=O)[O-])c(=O)[nH]1	1%	-1%	x	x	13%	2%	12%
N#Cc1c(N2CCCC(O)C2)nc(N)c2c(N)nc3c(c12)CC(=O)N3C12CC3CC(CC(C3)C1)C2 (stereo not given)	-20%	-6%[38.3 µM]	17%	-19%	-85%[inhibitor]	-1%	18%
CCc1ccc[n+](-c2[nH]c(=O)sc2/C=N/N=C(\N)[O-])c1	7%	x	x	-4%[10 µM]	x	x	45%[9.22 µM]
Cc1nc2cc(C(=O)O)ccc2s1	5%	12%[38.3 µM]	5%	9%[10 µM]	11µM*	1%	-12%
CC(C)(C)n1cnnc1Sc1ncccc1[N+](=O)[O-]	6%	x	x	1%[10 µM]	x	x	-32%[9.22 µM]
CCOc1ccc(NC(=S)NCCN2CCN(Cc3ccccc3)CC2)cc1	1%	9%	u	-24%	-36%[inhibitor]	2%	-3%
O=C(Nc1nccs1)c1ccc(S(=O)(=O)NCc2cccs2)cc1	1%	5%[38.3 µM]	u	-12%	-24%	11%	u
Cc1ccc(NC(=O)C2c3ccccc3Oc3ccccc32)nc1	5%	-2%	x	-9%[10 µM]	x	1%	5%[9.22 µM]
O=C(CCc1ccccc1)Nc1cc2c(cc1Cl)OCCO2	8%	2%	-10%	x	13µM*	-5%	10%
Cc1ccc(NC(=O)/C(=C/C=C/c2ccccc2)NC(=O)c2ccccc2)cc1	-10%	6%	-4%	16%[10 µM]	1%	4%	-2%
O=C(c1cnc2n(c1=O)CCS2)N1CCN(c2ccccc2Cl)CC1	7%	-5%	x	-2%[10 µM]	x	x	19%[9.22 µM]
Cc1cccc(NS(=O)(=O)c2cc(NC(=O)CC(=O)c3ccc([N+](=O)[O-])cc3)ccc2C)c1	-5%	19%	-13%[9.22 µM]	1%	-49%[inhibitor]	3%	12%[9.22 µM]
O=C(O)/C=C/C(=O)NNC(=O)c1cccc(Br)c1	-3%	-5%	-12%	-5%[1.9 µM]	6%	-1%	-8%
CC(=O)N1CCN(c2nc(C)nc3sc4c(c23)CCC(C)C4)CC1 (stereo not given)	1%	-2%[38.3 µM]	-4%	-39%[inhibitor]	2%	-1%	2%
Cc1ccccc1OCC(=O)Nc1ccccc1N1CCCCC1	16%	28%[38.3 µM]	u	-11%[10 µM]	-7%	3%	-11%
Cc1ccc2c(c1)sc(C)[n+]2CCCS(=O)(=O)[O-]	-14%	-2%	x	-13%	-29%	-7%	4%
O=C1CCC2c3ccc4ccccc4c3CCN12 (stereo not given)	-13%	0%	0%	-14%[10 µM]	11%	-1%	-30%
O=[N+]([O-])c1cccc(/C=N/N2CCN(Cc3ccc(Cl)cc3)CC2)c1	u	x	x	16%[10 µM]	x	x	3%[9.22 µM]
CCCCOCCCNCC(=O)Nc1ccc(S(N)(=O)=O)cc1	-2%	-4%	x	13%[10 µM]	3%	1%	13%[9.22 µM]
O=C1N=C(N2CCCC2C(=O)O)S/C1=C\c1ccco1 (stereo not given)	-12%	6%	x	-46%	10%	3%	-14%
Cc1cccc2c1N(CCCOc1ccc(C(C)(C)C)cc1)C(=O)C2=O	-23%	9%[38.3 µM]	u	-68%	-19%	-1%	-19%
Cc1nc2sc(C(=O)O)c(N)c2c2c1COC(C)(C)C2	4%	-3%[38.3 µM]	-7%	-7%[0.074 µM]	-2%	1%	-6%
CC(C)(C)C1CCc2nc(NC(=O)Cc3cn4ccsc4n3)sc2C1 (stereo not given)	-5%	38%[activator][38.3 µM]	-8%	-9%[10 µM]	21%	-4%	-23%
Cc1cc(NCc2ccco2)n2c(nc3ccccc32)c1C#N	16%	21%[38.3 µM]	-9%	9%[10 µM]	-18%	0%	10%
COc1ccc(C2c3c4c(n(C)c3CCN2C)CCN(C)C4c2ccc(OC)cc2)cc1 (stereo not given)	-18%	24%[38.3 µM]	-8%	1%	u	4%	-2%
COc1ccc(NC(=S)N(CCN2CCOCC2)C2CCN(C(C)=O)CC2)cc1Cl	9%	-1%	-6%[46 µM]	-24%	-30%	0%	-2%
O=C(O)c1c(Cl)c(Cl)c(Cl)c(Cl)c1C(=O)N1CCCCCC1	3%	3%	10%[46 µM]	-11%[10 µM]	x	-1%	-11%[9.22 µM]
COc1ccc(/C(O)=C2\C(=O)C(=O)N(CCN3CCOCC3)C2c2ccccc2OC)cc1 (stereo not given)	-3%	-5%	-12%	16%[10 µM]	19%	0%	-4%
O=S(=O)(Cc1ccc(Cl)cc1)Nc1ccc2c(c1)OCO2	9%	2%	-13%	4%[10 µM]	26%	-1%	-7%
O=C(NCCN1CCOCC1)Nc1ccc(Cl)cc1Cl	1%	18%[38.3 µM]	u	-9%	u	3%	-8%
Cc1c(C)c(C)c(CO/N=C/c2cccs2)c(C)c1C	-4%	x	x	-6%[10 µM]	x	x	-17%[9.22 µM]
CCOC(=O)c1cc2sccc2n1Cc1ccc(C#N)cc1	u	14%	u	9%[10 µM]	-34%[inhibitor]	3%	-9%
COC(c1ccccc1)c1nnc(CCC(=O)NCc2ccc3ncccc3c2)o1 (stereo not given)	6%	6%	2%[46 µM]	20%[10 µM]	-3%	-2%	6%[9.22 µM]
Cn1cc(/C=N/NC(=O)c2ccc(C#N)cc2F)c2ccccc21	-4%	5%	1%[46 µM]	x	14%	6%	2%

An excerpt of these results, bar-delimited.
SMILES | CBFb-RUNX1 inh | IMPase Li inh | Lamin A splicing | HTT cytoprotect | SMN2 splice up | Luc counter | HttQ103 aggreg
O=C(NCCN1CCOCC1)Nc1ccc(Cl)cc1Cl | 1% | 18%[38.3 µM] | u | -9% | u | 3% | -8%
Cc1c(C)c(C)c(CO/N=C/c2cccs2)c(C)c1C | -4% | x | x | -6%[10 µM] | x | x | -17%[9.22 µM]
CCOC(=O)c1cc2sccc2n1Cc1ccc(C#N)cc1 | u | 14% | u | 9%[10 µM] | -34%[inhibitor] | 3% | -9%

Remaining list, next part:
SMILES	CBFb-RUNX1 inh	IMPase Li inh	Lamin A splicing	HTT cytoprotect	SMN2 splice up	Luc counter	HttQ103 aggreg
CCCCc1ccc(NC(=S)Nc2cccnc2)cc1	1%	-2%	-13%	1%[10 µM]	-15%	3%	17%
OC(C#CCN1CCCC1)c1ccccc1 (stereo not given)	2%	12%[38.3 µM]	-3%	8%	-13%	-2%	-8%
CC(O)c1nc2ccccc2n1CCCCOc1ccccc1 (stereo not given)	9%	7%	12%[46 µM]	-1%[10 µM]	x	-3%	9%[9.22 µM]
Cc1[nH][nH]c(=O)c1C(c1ccc(O)c([N+](=O)[O-])c1)c1c(C)[nH][nH]c1=O	1%	2%	4%	24%[10 µM]	-4%	-3%	3%
CCCC(=O)Nc1cc2c(cc1C(=O)c1ccccc1)OCCO2	-7%	2%[38.3 µM]	7%	-39%[inhibitor]	-13%	1%	-7%
O=C(COC(=O)c1ccc(N2CCCC2=O)cc1)NCc1ccco1	12%	-6%[38.3 µM]	7%	-12%	-7%	0%	-9%
NC(=O)c1cc(N2C(=O)C3CC=CCC3C2=O)ccc1N1CCCCC1 (stereo not given)	11%	-5%[38.3 µM]	-3%	-6%	-12%	15%	-2%
O=C(Nc1ccccc1)Nc1ccc(C(F)(F)F)cn1	1%	x	x	19%[10 µM]	x	x	-1%[9.22 µM]
Cc1ccc(S(=O)(=O)N2CCOCC2)cc1NC(=O)COC(=O)c1cc(=O)[nH]c2ccccc12	-6%	0%	2%[46 µM]	2%[10 µM]	-4%	4%	-1%
COc1cccc(NC(=O)CCCn2c(=O)[nH]c3ccccc3c2=O)c1	4%	-5%[38.3 µM]	6%	10%	-9%	0%	19%
CC(=O)OC1CC[C@@]2(C)C(CCC3C2CC(=O)[C@@]2(C)C3CC3CC(C)=CC(=O)C32)C1 (stereo not given in full)	2%	x	x	10%[10 µM]	x	x	-1%[9.22 µM]
CCOc1cc(C(=O)Nc2cc(C)on2)cc(OCC)c1OCC	2%	13%[38.3 µM]	10%	-8%	u	-2%	u
CC1CCCCC1NC(=O)COC(=O)c1ccc(S(=O)(=O)N2CCOCC2)cc1 (stereo not given)	3%	-6%[38.3 µM]	-2%	-14%	-13%	5%	14%
O=C(CCNS(=O)(=O)c1cccc2nonc12)N1CCN(c2cccc(Cl)c2)CC1	2%	-14%[38.3 µM]	-7%	24%	-38%[inhibitor]	6%	-3%[9.22 µM]
CN(C)CCNC(=O)c1onc(CSc2ccc(F)cc2)c1C(=O)NCCN(C)C	14%	x	x	2%[10 µM]	x	x	0%[9.22 µM]
CCOc1ccc(OCCOCCN2CCc3ccccc3C2)cc1	-1%	1%[38.3 µM]	1%	-6%	-13%	-2%	-17%
CC(=O)N1CCN(S(=O)(=O)c2cccc(C(=O)Nc3nc4ccccc4[nH]3)c2)CC1	0%	-7%[38.3 µM]	19%	6%[10 µM]	-8%	5%	4%
CN(C)/C=N/c1ncc(C(=O)c2ccc(Cl)cc2Cl)s1	-2%	-15%	11%[46 µM]	-12%[10 µM]	-20%	-2%	-3%
